From PubChem BioAssay
DNMT1 block = inhibitors of human DNMT1; P26358; DNMT1 molecular beacon, Hinp1I cleavage, fluorescence; inhibition (reported as % activation of signal), % at 10 µM; 360,000 tested, 0.83% active; in the data active means inhibition above about 50%
LMPTP inh = LMPTP (human) inhibition | recombinant LMPTP-A, OMFP fluorogenic substrate, fluorescence intensity | inhibition, % at 20 µM | 360,000 tested, 0.22% active;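 active means compounds that cut the enzyme signal by at least half of the control window in the single-dose screen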;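 further: plate controls were DMSO wells with enzyme plus substrate for no effect and substrate without enzyme for full effect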
Target sequence (P24666 whole entry, looked up): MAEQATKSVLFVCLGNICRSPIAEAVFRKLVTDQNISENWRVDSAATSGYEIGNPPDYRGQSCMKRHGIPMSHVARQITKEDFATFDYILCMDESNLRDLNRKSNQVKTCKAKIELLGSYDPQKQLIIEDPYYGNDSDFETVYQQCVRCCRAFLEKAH
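Test system: LMPTP-A, protein tyrosine phosphatase of low molecular weight; Input: 0.625 nM enzyme; Incubation: 50 min dark incubation at room temperature; Signal: endpoint fluorescence intensity from OMFP dephosphorylation; Read-out basis: % inhibition versus control wells.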
Scp-1 inhibitor = Scp-1 (human) phosphatase inhibition | Q9GZU7 | Recombinant Scp1, phosphopeptide, malachite green phosphate absorbance | inhibition, % at 20 µM | 340,000 tested, 0.88% active | AID 493091;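 active means inhibition above about 50% at 20 µM, limit read from the data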;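 further: plate controls were DMSO wells with enzyme for no effect and wells lacking enzyme for full effect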
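Material – SCP-1 phosphatase catalytic domain, residues 76-261 · Buffer or medium – Acidic Tris acetate buffer with magnesium and detergent · Also added – Phospho 17-mer peptide substrate · Compound – single 20 µM dose, 1% DMSO · Times – 45 min room-temperature reaction, 5 min colour, 30 min stabiliser · Technique – Phosphate-binding colour reagent, absorbance read at 630 nm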
CendR NRP1 mod = alters CendR peptide binding to human NRP-1; O14786; FAM-RPARPAR peptide binding to NRP-1, fluorescence polarization; inhibition, % at 25 µM; 360,000 tested, 0.85% active; AID 602438;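 active means inhibition or corrected inhibition above about 18%, plus a signal ratio from 0.5 to 1.5, limit read from the data, passing the limit was not always enough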; further: strong numbers were not always called active
MsrA act = bovine methionine sulfoxide reductase A activation. purified bovine MsrA, absorbance read-out. activation, % at 10.6 µM. 360,000 tested, 0.3% active; in the data active means activation above about 7.5%;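 further: 0% = vehicle and 100% = reference activator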
STEP block = blocks human striatal-enriched tyrosine phosphatase | P54829 | recombinant STEP, OMFP fluorogenic substrate, fluorescence | inhibition, % at 20 µM | 360,000 tested, 0.25% active;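 active means inhibition at 20 µM, scaled per plate between control wells, above about 37%, limit read from the data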;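 further: 0% = DMSO with enzyme and substrate and 100% = substrate only without enzyme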
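Assay system: isolated STEP enzyme. Buffer or medium: pH 6.0 Bis-Tris with DTT and Tween 20. Also added: fluorogenic phosphatase substrate OMFP at 25 µM final. Dosing: 20 µM, 1% DMSO. Timing: 20 min reaction, room temperature, in the dark. Measured by: fluorescence intensity, excitation 480 nm, emission 540 nm. Evaluation: normalized % inhibition.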
SUMO1-SIM PPI = modulators of human SUMO1-mediated protein-protein interactions; 360,000 tested, 0.33% active; SUMO1 binding to a labelled peptide, TR-FRET, 1 h; AID 602429; P63165; inhibition, % at 20 µM; in the data active means inhibition above about 37%
Target sequence (P63165 whole entry, looked up): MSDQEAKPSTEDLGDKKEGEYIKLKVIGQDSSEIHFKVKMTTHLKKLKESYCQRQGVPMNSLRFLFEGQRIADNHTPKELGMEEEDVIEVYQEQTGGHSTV
Tb MetRS inh = Trypanosoma brucei MetRS inhibition; purified T. brucei MetRS, ATP depletion, Kinase-Glo luminescence; 360,000 tested, 0.4% active; AID 624268; inhibition, % at 11.9 µM;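 active means inhibition above a per-plate cutoff of the control wells' mean inhibition plus 3 SD, cut at about 5.5% in these data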;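 further: 0% = DMSO wells median and 100% = median of wells with control inhibitor compound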
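technique = Kinase-Glo luminescence, ATP depletion format | system = purified MetRS (methionyl-tRNA synthetase) enzyme from Trypanosoma brucei | timing = 15 min preincubation, 2 h reaction, all 25 °C | evaluation = percent inhibition versus plate control medians | dosing = single dose, 11.9 µM final nominal, 0.9% final DMSO | also added = substrates ATP, L-methionine and bulk Escherichia coli tRNA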
eLon inh = inhibitors of E. coli Lon protease; P0A9M0; purified E. coli Lon protease, fluorescence polarization; inhibition, % at 7.94 µM; 360,000 tested, 0.42% active; AID 602123; in the data active means inhibition above about 13%, passing the limit was not always enough;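 further: 0% = enzyme with probe and DMSO and 100% = no enzyme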
Target sequence (P0A9M0 whole entry, looked up): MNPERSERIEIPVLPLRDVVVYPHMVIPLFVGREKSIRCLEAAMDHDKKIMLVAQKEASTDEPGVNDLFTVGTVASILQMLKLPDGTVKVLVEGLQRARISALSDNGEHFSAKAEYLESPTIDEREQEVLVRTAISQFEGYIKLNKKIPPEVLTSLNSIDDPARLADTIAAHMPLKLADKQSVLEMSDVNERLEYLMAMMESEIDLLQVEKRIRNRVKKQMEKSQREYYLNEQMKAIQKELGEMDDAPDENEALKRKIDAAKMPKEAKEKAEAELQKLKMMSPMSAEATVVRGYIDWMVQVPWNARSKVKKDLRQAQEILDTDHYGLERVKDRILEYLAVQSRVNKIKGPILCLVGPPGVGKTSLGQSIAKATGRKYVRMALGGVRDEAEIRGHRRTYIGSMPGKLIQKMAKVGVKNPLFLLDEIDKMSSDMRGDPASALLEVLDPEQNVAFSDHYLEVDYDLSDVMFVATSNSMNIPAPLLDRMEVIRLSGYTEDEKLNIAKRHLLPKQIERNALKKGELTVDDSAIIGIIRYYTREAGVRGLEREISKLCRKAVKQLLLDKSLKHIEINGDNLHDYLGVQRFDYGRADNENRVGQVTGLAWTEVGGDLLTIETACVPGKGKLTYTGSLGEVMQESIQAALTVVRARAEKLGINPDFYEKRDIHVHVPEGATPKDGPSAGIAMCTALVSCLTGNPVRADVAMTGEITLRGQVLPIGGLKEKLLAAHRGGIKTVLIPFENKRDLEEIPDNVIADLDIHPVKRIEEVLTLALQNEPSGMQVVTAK
MsrA inhibitor = inhibits bovine methionine sulfoxide reductase A; purified bovine MsrA, absorbance read-out; inhibition, % at 15.5 µM; 360,000 tested, 0.75% active; AID 651718; in the data active means inhibition above about 4.5%;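 further: 0% = vehicle wells with enzyme and 100% = reference inhibitor wells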
An asterisk follows results filed as active; x = not tested or not shown.

SMILES	DNMT1 block	LMPTP inh	Scp-1 inhibitor	CendR NRP1 mod	MsrA act	STEP block	SUMO1-SIM PPI	Tb MetRS inh	eLon inh	MsrA inhibitor
Cc1ccc(/C(N)=N/OC(=O)Oc2ccccc2)cc1	1	0.8	-5	1	-1	-1	1	0.5	-15	1.6
C[C@H]1CN([C@@H](C)CO)C(=O)CCCn2nncc2CO[C@H]1CN(C)C(=O)c1ccc(N2CCN(C)CC2)cc1	3	-3.6	x	8	-6	0	-2	-2.2	-2	0.5
COCc1cc(C)nc(SCC(=O)Nc2cc(C(F)(F)F)ccc2N2CCOCC2)c1C#N	5	3.7	-5	9	-3	4	-4	0.4	-9	0.9
COc1ccccc1C(=O)NNC(=O)C(=O)NC1CCCCC1	2	-0.9	11	10	-9	-3	0	-1.2	1	-0.2
COC(=O)Cc1ccc(NC(=S)N2CCCC(CO)C2)cc1 (stereo not drawn)	2	-1.1	-4	4	1	1	-3	0.2	-11	1.3
CC(NC(=O)CN(C)Cc1nc2ccccc2c(=O)[nH]1)c1ccccc1 (stereo not drawn)	0	-1.7	-8	3	1	-2	0	-0.2	1	-0.7
CSc1nc(C)cc(SCC(=O)N/N=C/c2ccccc2)n1	-2	0.2	-5	1	-4	1	12	-0.4	-4	-0.2
C=CCNc1nc(-c2ccc(Cl)cc2)cs1	-9	0.4	-15	7	-2	3	-9	0.2	-2	0.3
Fc1cccc(Cc2noc(CN3CCOCC3)n2)c1	2	-1.5	0	-5	-2	1	-2	-1.0	-6	0.6
CC(C)C[C@@H]1COc2cc(N3CC[C@H](O)C3)ccc2S(=O)(=O)N1	x	-1.9	x	-4	-5	x	5	-0.5	4	2.1
COc1cccc(C2C(C(=O)OC(C)C)=C(C)N=c3s/c(=C\c4ccc(C(=O)O)cc4)c(=O)n32)c1 (stereo not drawn)	3	1.5	-1	-11	-4	4	-12	-0.5	-2	0.5
CC1CCN(c2ccc([N+](=O)[O-])cc2C(=O)NCC2CCCO2)CC1 (stereo not drawn)	3	1.1	-10	8	-4	2	-28	-0.9	5	0.9
Cc1nc2ncnn2c(C)c1CCC(=O)N1CCc2ccccc21	5	-0.2	2	4	1	-3	-1	0.1	-7	0.1
COc1ccc(OC)c(CN2CCN(c3ccc(S(=O)(=O)N4CCCC4)cn3)CC2)c1	-1	0.1	2	6	-14	1	1	0.0	-1	0.6
CCOC(=O)C(NC(=O)CC(C)C)(Nc1sc2c(c1C(N)=O)CCCC2)C(F)(F)F (stereo not drawn)	85*	0.1	-1	-2	-1	2	-4	0.2	-3	0.2
CCCCSc1nc(CCC)cc(=O)[nH]1	0	-1.1	-6	2	-1	0	4	0.1	-5	0.5
Cc1cc(C)cc(N(C(=O)c2snc(C(N)=O)c2N)C(C(=O)NCC2CCCO2)c2cccs2)c1 (stereo not drawn)	-5	1.0	-11	-9	-3	-1	-4	-0.2	4	0.6
CCS(=O)(=O)c1ccc(O)c(NC(=O)/C=C/c2ccc(Cl)cc2)c1	-1	2.5	-14	11	-4	-1	-14	0.1	3	1.4
O=C(c1ccc(O)c(Cl)c1)N1CCN(S(=O)(=O)c2ccccc2)CC1	2	-8.4	-7	15	-3	1	-2	-0.3	-8	-0.4
O=C(c1ccco1)N1CCC(c2nc3c(nnn3Cc3c(Cl)cccc3Cl)c(=O)[nH]2)CC1	-1	2.2	-8	5	-3	-1	7	0.3	0	1.6
C=C(c1ccc(OCCO)cc1)c1ccc(OCCO)cc1	-4	-1.9	-2	20	0	-2	-2	-0.1	-8	-0.5
CC(=O)Nc1ccc(S(=O)(=O)N2CCN(c3ccccn3)CC2)cc1	-1	0.8	-4	-1	-2	-10	3	1.1	-8	-0.3
Cc1cccc(CN2CCN(C3CN(Cc4cn(Cc5ccccc5)nn4)S(=O)(=O)C3)CC2)c1 (stereo not drawn)	x	1.2	x	-1	-1	x	1	-0.5	-8	1.7
Cc1cccc(NC(=O)N(Cc2nc3ccccc3c(=O)[nH]2)C2CCCC2)c1	8	-0.8	-9	0	-1	0	-2	0.6	5	0.7
CC1=NN(Cc2ccccc2)C(=O)C1C(c1ccccc1)C(C#N)C#N (stereo not drawn)	-10	0.1	-5	5	-4	-1	-5	-0.7	1	-1.0

Retrieved one by one from above:
SMILES	DNMT1 block	LMPTP inh	Scp-1 inhibitor	CendR NRP1 mod	MsrA act	STEP block	SUMO1-SIM PPI	Tb MetRS inh	eLon inh	MsrA inhibitor
Cc1nc2ncnn2c(C)c1CCC(=O)N1CCc2ccccc21	5	-0.2	2	4	1	-3	-1	0.1	-7	0.1
O=C(c1ccc(O)c(Cl)c1)N1CCN(S(=O)(=O)c2ccccc2)CC1	2	-8.4	-7	15	-3	1	-2	-0.3	-8	-0.4

Four entries from above, ordered by the value under CendR NRP1 mod, largest number first:
SMILES	DNMT1 block	LMPTP inh	Scp-1 inhibitor	CendR NRP1 mod	MsrA act	SUMO1-SIM PPI	Tb MetRS inh	eLon inh	MsrA inhibitor
CCS(=O)(=O)c1ccc(O)c(NC(=O)/C=C/c2ccc(Cl)cc2)c1	-1	2.5	-14	11	-4	-14	0.1	3	1.4
COc1ccccc1C(=O)NNC(=O)C(=O)NC1CCCCC1	2	-0.9	11	10	-9	0	-1.2	1	-0.2
CC(=O)Nc1ccc(S(=O)(=O)N2CCN(c3ccccn3)CC2)cc1	-1	0.8	-4	-1	-2	3	1.1	-8	-0.3
Cc1cc(C)cc(N(C(=O)c2snc(C(N)=O)c2N)C(C(=O)NCC2CCCO2)c2cccs2)c1 (stereo not drawn)	-5	1.0	-11	-9	-3	-4	-0.2	4	0.6

Look-ups from the list.
CC(=O)Nc1ccc(S(=O)(=O)N2CCN(c3ccccn3)CC2)cc1 in eLon inh = -8
CC1CCN(c2ccc([N+](=O)[O-])cc2C(=O)NCC2CCCO2)CC1 (stereo not drawn) in MsrA act = -4
C=CCNc1nc(-c2ccc(Cl)cc2)cs1 in STEP block = 3
COC(=O)Cc1ccc(NC(=S)N2CCCC(CO)C2)cc1 (stereo not drawn) in DNMT1 block = 2

Carrying on:
SMILES	DNMT1 block	LMPTP inh	Scp-1 inhibitor	CendR NRP1 mod	MsrA act	STEP block	SUMO1-SIM PPI	Tb MetRS inh	eLon inh	MsrA inhibitor
Cc1c(NC(=O)C(C)Sc2nccn2C)c(=O)n(-c2ccccc2)n1C (stereo not drawn)	2	-0.9	-10	5	-4	1	-2	-0.4	-3	-1.3
O=C(CNC(=O)c1ccc(Cl)cc1Cl)NCC(=O)Nc1ccccc1N1CCOCC1	1	-1.7	-1	-5	-3	-3	0	0.5	6	0.7
CC1=CCP(=O)(c2ccccc2)C1 (stereo not drawn)	-1	-0.6	-13	2	2	4	-3	-0.3	-3	0.3
Cc1ccc(C)c2nc(N3CCCC3)c(C#N)cc12	-2	2.2	-9	-21	-6	-5	-7	-0.2	-10	2.6
CC(C)N1CCN(CC2COc3ccccc3O2)CC1 (stereo not drawn)	0	-7.0	2	6	-1	-2	14	-1.2	-4	0.5
CCOC(=O)N1CCN(C(=O)CSCC(=O)N=c2sc3ccccc3n2C)CC1	-1	-1.8	-12	-2	-2	-4	-4	-1.3	-2	x
CCCCc1cc(=O)oc2cc(OCC(=O)NC3CCN(Cc4ccccc4)CC3)ccc12	-1	0.7	6	1	-13	-4	10	-1.2	-14	-0.3
COc1ccc2nc(NC(=O)c3cc(S(=O)(=O)N4CCOCC4)ccc3C)sc2c1	-4	1.1	-6	26*	-5	-4	4	-0.8	-13	1.5
O=C(NC(=S)Nc1ccccc1N1CCOCC1)c1ccco1	-5	-1.4	-16	-3	-2	2	-1	0.7	0	8.0*
COc1cc(C(=O)NC2CCN(CC(=O)Nc3cccc(C)c3C)CC2)cc(OC)c1OC	1	-2.0	-10	6	-2	-2	1	-0.2	-10	-0.2
CC1(C)CC(=O)C(C=NCCc2ccccn2)=C(O)C1	5	-1.0	0	-5	-3	3	4	-0.6	-5	-1.1
COc1cc(/C=N/NC(=O)c2ccccc2O)ccc1OCC(=O)Nc1ccccc1	0	38	63*	-22	-5	62*	11	-0.9	8	1.0
CC1=C(C(=O)Nc2ccccn2)C(c2cn(C)nc2C)C2=C(CCCC2=O)N1 (stereo not drawn)	4	-1.9	-7	11	-8	-3	-2	-1.0	2	1.7
CCCC1CC(C#N)N(N(C)C)C1=C(C#N)C#N (stereo not drawn)	1	-1.3	-1	5	-3	-2	1	-0.1	-8	0.0
CCCCOC(=O)C1C2C=C[C@]3(CN(C(C)c4ccc(OC)cc4)C(=O)[C@H]13)O2 (stereo partly drawn)	4	-3.5	1	20	1	-1	-1	-0.6	7	-0.5
COc1cc(/C=C/c2ccc3cccc([N+](=O)[O-])c3n2)ccc1OCC(=O)O	10	-0.7	49	-3	-5	6	7	0.0	-6	5.8*
Cc1ccc(CNC(=O)C2=CCN(S(=O)(=O)c3ccc(C)cc3)CC2)cc1	-6	0.0	x	19	-2	7	1	0.0	-2	-0.3
CC1CCC(C(C)C)C(OC(=O)COC(=O)c2cc(O)ccc2N)C1 (stereo not drawn)	-10	1.5	1	-18	0	-2	0	-0.2	1	0.5
CC(=O)OCC(=O)C1(O)CCC2C3CC(C)C4=CC(=O)C=CC4(C)C3=CCC21C (stereo not drawn)	0	-2.8	-10	19*	1	-2	-2	-0.2	-1	-0.1
Nc1ccc(-c2nnnn2-c2ccc(N)cc2)cc1	3	-2.0	0	12	-2	-2	-1	-0.7	-5	-1.1
CCC(C)N(C(=O)CSc1nc(C)c(C)c(C)c1C#N)C1CCS(=O)(=O)C1 (stereo not drawn)	1	-0.4	5	8	-12	3	3	-0.5	15	-0.8

Sorted by SMILES length (largest number first): three of the compounds above.
SMILES	DNMT1 block	LMPTP inh	Scp-1 inhibitor	CendR NRP1 mod	MsrA act	STEP block	SUMO1-SIM PPI	Tb MetRS inh	eLon inh	MsrA inhibitor
CCCCOC(=O)C1C2C=C[C@]3(CN(C(C)c4ccc(OC)cc4)C(=O)[C@H]13)O2 (stereo partly drawn)	4	-3.5	1	20	1	-1	-1	-0.6	7	-0.5
Cc1ccc(CNC(=O)C2=CCN(S(=O)(=O)c3ccc(C)cc3)CC2)cc1	-6	0.0	x	19	-2	7	1	0.0	-2	-0.3
Cc1ccc(C)c2nc(N3CCCC3)c(C#N)cc12	-2	2.2	-9	-21	-6	-5	-7	-0.2	-10	2.6
